Bioassay records as filed in PubChem BioAssay.
PhoP GFP inhibition = PhoP regulon inhibitors, Salmonella typhi PhoP promoter GFP reporter, confirmatory (AID 1850); Salmonella Typhi PhoP-promoter GFP reporter, fluorescence, 4 h; higher % means a stronger effect; inhibition, % at 50 µM; hits with a dose series show IC50 in µM; 310,000 tested, 0.33% active; in the data active = a potency from the dose series; inconclusive = inhibition mostly from about 25% at the one dose, without a potency; inactive = the rest, 99 in 100 with inhibition below about 19%;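 also: 0% = induced wells with vehicle and 100% = uninduced wells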
tuberculosis growth = growth inhibition of non-replicating M. tuberculosis (AID 488890); Mycobacterium tuberculosis non-replicating, growth inhibition; higher % means a stronger effect; inhibition, % at 25 µM, or IC50 in µM where a hit was titrated; 320,000 tested, 0.39% active; in the data active = a potency from the dose series; inconclusive = inhibition mostly from about 82% at the one dose, without a potency; inactive = the rest, 99 in 100 with inhibition below about 76%;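 also: plate controls were DMSO cells for no effect and high antibiotic wells for full effect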
H37Rv inhibition = M. tuberculosis growth inhibition, HTS (AID 449762); inhibition, % at 25 µM; hits with a dose series show IC50 in µM; 330,000 tested, 0.59% active; M. tuberculosis H37Rv growth inhibition, 7H9 media; higher % means a stronger effect; in the data active = a potency from the dose series; inconclusive = inhibition above about 70% without an active follow-up result;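 also: bacterial growth assessed after seven days of incubation; strong numbers were not always called active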
inhibitors of VEEV = inhibitors of VEEV TC-83 cytopathic effect, confirmation, Vero cells (AID 588727) | 350,000 tested, 0.13% active | Vero cells, VEEV TC-83 cytopathic effect inhibition; higher % means a stronger effect | inhibition, % at 20 µM; hits with a dose series show IC50 in µM; in the data active = a potency from the dose series; inconclusive = inhibition mostly from about 14% at the one dose, without a potency; inactive = the rest, 99 in 100 with inhibition below about 12%; also: strong numbers were not always called active
H1N1 NS1A inhibition = H1N1 influenza NS1A inhibitors, functional cell based assay (AID 504329); NS1A functional cell-based assay, percent inhibition; higher % means a stronger effect; inhibition, % at 12.5 µM, or IC50 in µM where a hit was titrated; 340,000 tested, 0.3% active; in the data active = a potency from the dose series; inconclusive = inhibition above about 27% without an active follow-up result; also: strong numbers were not always called active
inhibitors of VEEV 10K pilot screen = further read-out of inhibitors of VEEV, marked with its call; inhibition, %; measured here: 10K pilot screen inhibition
Numbers without * were called inactive; i = inactive; ? = inconclusive; / = not tested or not shown. An unsorted share of the library; any-hit rate near 1.5%.

SMILES	PhoP GFP inhibition	tuberculosis growth	H37Rv inhibition	inhibitors of VEEV	H1N1 NS1A inhibition	others
COc1ccccc1NC(=S)NC(=O)c1ccc(Cn2cc(Br)cn2)cc1	-2%	-16%	9%	0.1%	-2%
CCn1nc(C(=O)Nc2nc3ccc(C)cc3s2)c2ccccc2c1=O	-13%	-20%	2%	1.3%	-12%
COc1cc(CNCCNCC(C)O)ccc1OCc1ccc(Cl)nc1 (centres undefined)	-4%	21%	9%	0.7%	-10%
COc1cc(-c2noc(C)c2C#CC2(O)CCCCC2)cc(OC)c1OC	-49%	-7%	-1%	6.8%	2%
COCCN1CC(O)=C(c2nc3ccccc3c(=O)[nH]2)C1=N	-1%	-15%	-5%	0.4%	-4%
CCC1(c2ccc(F)cc2)NC(=O)NC1=O (centres undefined)	3%	-4%	9%	1.8%	-7%
CCNC(=O)COC(=O)COc1ccc(Cl)cc1C	-19%	18%	-1%	2.3%	1%
COc1cc(/C=C2\SC(=S)N(CCC(=O)Nc3ccccc3O)C2=O)cc(OC)c1OC	-2%	-8%	-6%	6.8%	6%
COc1ccc(S(=O)(=O)N2CCc3ccccc32)cc1C(=O)N(CC(C)C)C1CCS(=O)(=O)C1 (centres undefined)	9%	15%	-1%	0.1%	2%
CC1=NN(C(N)=S)C(=O)C1N=Nc1c(C)n(C)n(-c2ccccc2)c1=O (centres undefined)	-2%	-9%	-2%	0.9%	2%
CCC(C(=O)NCCN1CCOCC1)n1c2ccccc2c2nc(=O)cc(C)n21 (centres undefined)	6%	2%	1%	1.0%	9%
O=[N+]([O-])c1cccc2cn[nH]c12	1%	-2%	0%	1.4%	3%
OCCNc1nc(Cl)nc(NCc2ccco2)n1	-23%	-4%	8%	0.7%	-1%
CCOc1ncccc1C(=O)Nc1c(C)n(C)n(-c2ccccc2)c1=O	-3%	-3%	-2%	1.0%	5%
COc1cc(C(=O)OCC(=O)Nc2ccc(C(C)=O)cc2)ccc1OCC(=O)N1CCOCC1	-6%	-3%	1%	1.3%	0%
O=C(O)c1ccc(S(=O)(=O)NCC2CCCCC2)cc1	14%	-6%	2%	i	-22%
C=CCn1ncc(OC)c(Cl)c1=O	4%	7%	0%	i	-2%
COc1ccc(CN2CCNC(=O)C2CC(=O)N(C)Cc2ccon2)cc1OC (centres undefined)	-4%	36%	5%	0.3%	-7%
Cc1ccc(CN2CCN(Cc3ccccc3)CC2)cc1	-4%	24%	-2%	0.5%	0%
Cc1cc(N2CCOCC2)c(F)cc1C(=O)c1ccccc1	-6%	16%	11%	2.6%	-1%
CCCc1c(O)c2ccccc2n(-c2ccccc2)c1=O	-2%	9%	15%	0.5%	-2%
COc1ccc2c(C)c(C(=O)N3CCN(Cc4ccccc4)CC3)oc2c1	0%	59%	-3%	1.0%	-2%
CCCNC(=O)C(Cc1ccc(I)cc1)NC(=O)c1ccc2ccccc2n1 (centres undefined)	/	6%	-3%	i	-5%	inhibitors of VEEV 10K pilot screen=0.4
COc1ccc(NCC(=O)Nc2ccccc2C#N)cc1Cl	-3%	?	?	4.4%	4%
CC(C)c1nnc(SCC(=O)NCc2ccc3c(c2)OCO3)n1C	-12%	-2%	-4%	1.1%	-4%
CCC(C)(C)NC(=O)CN(C(=O)c1snc(C(N)=O)c1N)c1ccc(OC)c(OC)c1	-4%	-2%	-10%	1.5%	8%
COc1ccccc1NC(=O)CSc1nnc(CNC(=O)COc2ccc(Cl)cc2)o1	7%	8%	-2%	3.6%	-1%	inhibitors of VEEV 10K pilot screen=1.0
COC(=O)c1sccc1NC(=O)CC1C(=O)NCCN1C(=O)Nc1cc(Cl)ccc1OC (centres undefined)	1%	0%	7%	5.7%	/
O=C(O)c1cc(S(=O)(=O)N(Cc2ccccc2)c2ccccc2)ccc1Cl	-1%	1%	-5%	1.4%	-5%
O=c1cc(CN2CCN(Cc3ccccc3)CC2)c2cc(O)ccc2o1	-5%	-4%	-6%	i	-22%
Cc1ccccc1N(CC(=O)NCC1CCCO1)C(=O)CCC(=O)Nc1nccs1 (centres undefined)	2%	6%	-1%	i	1%
COc1ccc(-c2cn3cccnc3n2)cc1NC(=O)c1cc(OC)c(OC)c(OC)c1	-4%	9%	5%	2.7%	-3%
Cc1cccc(C(C)C)c1NC(=O)c1cccnc1	0%	-9%	-2%	0.4%	5%
Oc1cccc2c(-c3nn[nH]n3)ccnc12	/	-4%	-2%	0.2%	7.2µM*
CC(C)(C)OC(=O)N/N=C/c1cc(N=Nc2ccccc2)ccc1O	3%	27%	10%	4.2%	9%
CN(C)c1cc[n+](CC(=O)Nc2ccc(Cl)c([N+](=O)[O-])c2)cc1	5%	4%	22%	0.7%	-23%
O=C(NCc1nc(-c2ccccc2)no1)c1ccc2c(c1)OCO2	-15%	18%	6%	0.5%	1%
O=C(CSc1nnc(-c2cccs2)o1)N1CCOCC1	/	/	/	i	8%
COC(=O)C1=C(c2cc3ccccc3o2)C[C@@H]2CC[C@H]1N2C(=O)NCc1ccco1	-6%	15%	-3%	0.9%	4%
O=C(NCCO)Nc1ccc(Cl)cc1	-1%	-7%	-3%	7.7%	0%
Cc1ccc(S(=O)(=O)NNC(=O)c2csnn2)cc1	-18%	-25%	-9%	1.4%	7%
CC(Oc1ccccc1)C(=O)NCc1cccnc1 (centres undefined)	-5%	-5%	-7%	1.0%	4%
Cc1cccc(NS(=O)(=O)c2cccc3nonc23)c1	5%	-14%	9%	0.1%	4%
Cc1cc(NS(=O)(=O)c2cc(Cl)sc2Cl)no1	8%	-5%	3%	i	-14%
CC1CN(C(c2ccco2)c2sc3ncnn3c2O)CC(C)O1 (centres undefined)	-3%	-1%	-7%	i	-3%
N#Cc1nc(COc2ccc(F)cc2)oc1N1CCCC1	-6%	10%	-5%	i	7%
O=C(/C=C/c1ccc(OCCCF)cc1)N1CCN(Cc2ccccc2)CC1	1%	35%	3%	3.9%	2%
CCOC(=O)N1CCC(N2CCN(S(=O)(=O)c3ccc([N+](=O)[O-])cc3)CC2)CC1	10%	9%	10%	i	-8%
COC(=O)[C@@]12CCCCN1[C@H](c1ccc(-c3ccc(F)cc3)cc1)[C@@H]1C(=O)N(C)C(=O)[C@@H]12	6%	4%	3%	2.3%	-2%
CCOC(=O)/C(=N\Nc1ccccc1Cl)N1CCN(Cc2ccccc2)CC1	-7%	3%	10%	i	14%
Cc1ccccc1OCC(=O)N=Nc1c(O)n(C)c2ccccc12	-9%	1%	4%	4.9%	-3%
COc1cccc(C2c3c(oc4ccc(F)cc4c3=O)C(=O)N2CCN2CCOCC2)c1OC (centres undefined)	7%	9%	-9%	0.4%	10%
Fc1ccccc1N1CCN(c2nc3ccccc3n3nnnc23)CC1	-9%	-9%	-8%	7.1%	-9%
O=c1c2[nH]c3ccc(Cl)cc3c2ncn1CCN1CCCCC1	0%	5%	0%	9.6%	2%
Cn1c(SCC(=O)Nc2ccccc2F)nnc1-c1cccnc1	-5%	-7%	0%	0.1%	-4%
Cn1c(/C(C#N)=C/c2ccc(O)cc2)nc2ccccc21	-8%	6%	-5%	7.4%	-9%
O=C(NNC(=O)c1cccs1)Nc1cccc(Cl)c1	-2%	0%	-8%	7.8%	6%
CC(C)(C)c1nc(Sc2ccc([N+](=O)[O-])cn2)n[nH]1	8%	-7%	0%	0.5%	-4%
Cc1nn(S(=O)(=O)c2ccc([N+](=O)[O-])cc2)c(C)c1Sc1ccccc1	-4%	10%	-1%	1.2%	-14%
O=C1NC(Cc2ccccc2)C(=O)N1Cc1cc([N+](=O)[O-])cc2c1OCOC2 (centres undefined)	2%	-1%	4%	5.7%	0%

Filtered by structure, those above containing a furan ring, fused or not
SMILES	PhoP GFP inhibition	tuberculosis growth	H37Rv inhibition	inhibitors of VEEV	H1N1 NS1A inhibition	others
OCCNc1nc(Cl)nc(NCc2ccco2)n1	-23%	-4%	8%	0.7%	-1%
COc1ccc2c(C)c(C(=O)N3CCN(Cc4ccccc4)CC3)oc2c1	0%	59%	-3%	1.0%	-2%
COC(=O)C1=C(c2cc3ccccc3o2)C[C@@H]2CC[C@H]1N2C(=O)NCc1ccco1	-6%	15%	-3%	0.9%	4%
CC1CN(C(c2ccco2)c2sc3ncnn3c2O)CC(C)O1 (centres undefined)	-3%	-1%	-7%	i	-3%

(cont.)
SMILES	PhoP GFP inhibition	tuberculosis growth	H37Rv inhibition	inhibitors of VEEV	H1N1 NS1A inhibition	others
Cc1ccc(NC(=O)CCSc2ccccn2)cc1	0%	71%	-4%	0.0%	-2%
Cc1ccc(NC(=O)CSc2nc(O)cc(=O)n2-c2ccc(C)cc2)cc1	-10%	27%	2%	0.9%	0%
O=C(O)c1cccc2c1/C(=N/O)c1ccccc1-2	-2%	1%	-4%	0.7%	98%
CCC(=O)N1CCN(c2ccc(NC(=O)c3ccc([N+](=O)[O-])o3)cc2)CC1	/	/	/	6.3%	-7%
COc1ccc(NC(=O)C2(S(=O)(=O)c3ccc(C)cc3)CC2)cc1OC	10%	-8%	-11%	0.1%	-1%
CC12CCC(C(=O)Nc3ccccc3N3CCOCC3)(CC1=O)C2(C)C (centres undefined)	-4%	8%	13%	2.5%	-21%
Cc1ccc(NC(=S)NCCc2c[nH]c3ccccc23)c(C)c1	-13%	27%	2%	i	-6%
COc1ccc(C2=NOC(C(=O)Nc3cccc(O)c3)C2)cc1 (centres undefined)	-4%	7%	6%	0.6%	0%
Cc1cccc(C(=O)NNC(=O)c2ccc(O)cc2)c1	-4%	-22%	-3%	1.1%	-3%
Cc1ccc(C(=O)CCC(=O)Nc2ccccc2C)cc1C	-6%	24%	-5%	0.7%	-10%
COc1ccccc1NC(=O)CSc1nnc(C2CCCCC2)n1C	5%	-2%	2%	1.1%	6%
[O-]c1c[n+](-c2ccc(-[n+]3cc([O-])on3)cc2)no1	5%	-14%	-3%	i	4%
C#CCOCCOCCOCCNc1nc(N2CCOCC2)nc(N2CCN(C(=O)Cn3cc(CCCCN)nn3)CC2)n1	/	/	/	0.4%	3%
CC(=O)Nc1ccc(N2C(=O)c3cccc(NC(C)=O)c3C2=O)cc1	-1%	2%	6%	0.1%	-5%
O=C(Cn1cnc2ccccc2c1=O)Nc1nnc(SCc2ccc(Cl)cc2)s1	0%	3%	1%	0.9%	11%

Structural class: those above containing a cyano group.
SMILES	PhoP GFP inhibition	tuberculosis growth	H37Rv inhibition	inhibitors of VEEV	H1N1 NS1A inhibition	others
COc1ccc(NCC(=O)Nc2ccccc2C#N)cc1Cl	-3%	?	?	4.4%	4%
N#Cc1nc(COc2ccc(F)cc2)oc1N1CCCC1	-6%	10%	-5%	i	7%
Cn1c(/C(C#N)=C/c2ccc(O)cc2)nc2ccccc21	-8%	6%	-5%	7.4%	-9%

Further compounds
SMILES	PhoP GFP inhibition	tuberculosis growth	H37Rv inhibition	inhibitors of VEEV	H1N1 NS1A inhibition	others
CCOC(=O)c1ccc(NC(=S)N2CCSC2c2c(F)cc(F)cc2F)cc1 (centres undefined)	-2%	25%	-9%	2.0%	7%
Cc1cccc(-c2nc(CS(=O)CC(=O)NCCc3ccc(Cl)cc3)c(C)o2)c1 (centres undefined)	-10%	-8%	0%	1.9%	-2%
COCCN1CSC(=S)N(Cc2ccco2)C1	-6%	19%	67%	0.4%	3%
O=C(CSc1ccc(F)cc1)Nc1ccccc1N1CCOCC1	-5%	-2%	-4%	2.5%	-9%
O=C(COC(=O)c1ccc2ncsc2c1)Nc1ccccc1Cl	/	-13%	50%	5.6%	-19%
COc1cccc(CC(O)CC2c3c(cc4c(c3OC)OCO4)CCN2C)c1 (centres undefined)	/	/	/	i	-21%
Cc1ccccc1SCC(=O)Nc1cc(C(F)(F)F)ccc1N1CCOCC1	-7%	21%	2%	6.7%	-8%
CCc1ccccc1NC(=O)NC1CCCCC1	-3%	0%	6%	i	-7%
CN(CC(=O)Nc1ccc(F)c(F)c1F)C(=O)c1cc(S(=O)(=O)N(C)C)ccc1N1CCCC1	/	/	/	1.4%	-4%
COc1ccc(C(=O)OCCN2CCOCC2)cc1	1%	0%	-1%	1.0%	-8%
O=C(c1ccc(Br)cc1)N(Cc1nc2ccccc2c(=O)[nH]1)C1CCCC1	-1%	38%	49%	5.3%	4%
O=C(CN1C(=O)NC2(CCCc3ccccc32)C1=O)N1CCCCC1 (centres undefined)	2%	/	1%	1.8%	-6%
